Screening data as filed in PubChem BioAssay.
PP5 primary = inhibitors of human protein phosphatase 5 (PP5). purified PP5c, OMFP substrate fluorescence. 320,000 tested, 0.18% active. P53041. inhibition, % at 6.7 µM;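 active = inhibition above the campaign's mean inhibition across all tested compounds plus 3 SD, cut at about 9.5% in these data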;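 note: 0% = DMSO only and 100% = 100 µM cantharidin control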
GRK2 aptamer HTS = blocks RNA aptamer binding to human GRK2 | P25098 | bead flow cytometry, FAM-aptamer displacement from GRK2 | inhibition of aptamer binding, % at 10 µM | 330,000 tested, 0.59% active | AID 488847;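 active = inhibition of aptamer binding above 40%, roughly 3 SD of noise, on plates passing a quality check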;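 note: median bead fluorescence of bound FAM aptamer so fluorescent compounds give negative values; no value below 0 was filed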
VLA-4 inh = inhibition in a human VLA-4 binding assay. P13612. VLA-4 expressing cells, ligand binding flow cytometry. inhibition, % (about 7 µM as worked out from the volumes in the protocol). 330,000 tested, 0.2% active. AID 2557; in the data active = inhibition above about 50%
proCasp7 act = activates human procaspase-7, counter-screen for procaspase-3 activators; P55210; recombinant procaspase-7, Ac-DEVD-pNA absorbance 405 nm; D23A/D198A/D206A triple mutant, cannot self-cleave; scale: DMSO 0, 5 µM enzyme 100; activation, % at 8.5 µM; 330,000 tested, 0.093% active; AID 463210;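 active = percent activation above the screen-wide mean plus 3 SD, cut at about 25% in these data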
Target sequence (P55210 whole entry D23A/D198A/D206A): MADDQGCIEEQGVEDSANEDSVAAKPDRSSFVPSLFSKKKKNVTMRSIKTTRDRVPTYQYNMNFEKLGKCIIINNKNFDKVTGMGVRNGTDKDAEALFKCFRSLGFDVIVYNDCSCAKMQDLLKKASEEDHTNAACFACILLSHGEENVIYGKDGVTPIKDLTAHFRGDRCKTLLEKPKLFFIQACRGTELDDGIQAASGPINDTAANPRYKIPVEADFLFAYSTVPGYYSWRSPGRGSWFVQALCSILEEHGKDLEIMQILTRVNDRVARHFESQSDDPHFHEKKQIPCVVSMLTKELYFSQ
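Assay system: Uncleavable procaspase-7 mutant enzyme; Input: 2 µM procaspase-7 mutant as dispensed; Also added: DEVD-pNA substrate; Medium: Zinc-free HEPES pH 7.4 with 300 mM NaCl, 0.01% Triton X-100; Timing: 1 h compound preincubation, 2 h substrate cleavage, 25 °C; Measured by: Epi-absorbance of released pNA at 405 nm, two timepoints.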
procasp3 activ = activates human procaspase-3. 330,000 tested, 0.11% active. AID 463141. activation, % at 8.5 µM. recombinant procaspase-3 D3A, Ac-DEVD-pNA absorbance 405 nm;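 active = activation above the mean of all tested compounds plus 3 SD, cut at about 21% in these data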;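 note: 0% = DMSO alone and 100% = DMSO wells spiked with extra 5 µM PC-3 D3A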
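material = Procaspase-3 D3A mutant | probe or stimulus = Ac-DEVD-pNA | compound = single dose, 8.5 µM nominal compound, 0.8% DMSO | timing = 1 h preincubation, 2 h reaction | measured by = 405 nm absorbance of p-nitroaniline, reads at 0 and 120 min | benchmarks = DMSO-only low control, 5 µM PC-3 D3A high control | repeats = singlicate, each compound tested once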
Fh CTSL1 inh = blocks F. hepatica cathepsin L1 in PFM18AAP counter-screen | recombinant F. hepatica cathepsin L1, Z-Leu-Arg-MCA fluorescence | inhibition, % at 5.96 µM | 300,000 tested, 0.49% active | AID 1906;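 active = inhibition above the mean of all tested compounds plus 3 SD, set per screening campaign, cut at about 17% in these data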;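 note: 0% = plate median of test compound wells and 100% = 1 µM Z-Phe-Ala-diazomethylketone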
PP1 counter = PP1-alpha (human) inhibition in PP5 counter-screen | purified PP1alpha, OMFP fluorescence | 320,000 tested, 0.9% active | AID 2235 | inhibition, % at 6.7 µM;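 active = inhibition above the mean inhibition of all tested compounds plus 3 SD, computed separately for each screening campaign, cut at about 15% in these data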
core dimer inh = blocks dimerization of HCV core protein | AID 1899 | inhibition, % at 5 µM | 300,000 tested, 0.33% active | TR-FRET GST/Flag-core106 dimerization, 1536-well;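 active = inhibition above the mean of all tested compounds plus 3 SD, set per screening campaign, cut at about 45% in these data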
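test system = GST/Flag-tagged HCV core106 proteins | probe or stimulus = Eu donor and XL665 acceptor anti-tag antibodies | times = compound-protein-antibody incubation 4 h at 22.5 °C | signal = TR-FRET, excitation 340 nm, emission 617 and 671 nm | measure = percent inhibition of core106 dimerization signal | controls = wells lacking GST-core106 and wells with excess unlabelled core106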
JMJD2C inh = inhibitors of human GASC-1 (JMJD2C) demethylase | Q9H3R0 | GST-JMJD2C(1-420) H3K9me3 demethylation, DELFIA europium | inhibition, % at 2.35 µM | 330,000 tested, 0.069% active | AID 2099;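 active = more than half of a compound's replicate wells show inhibition beyond 50%, single wells judged on their own value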;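 note: signal counts dimethyl H3K9 product captured on neutravidin plate; 0% = median of DMSO wells and 100% = 0.3 times that DMSO median; strong numbers were not always called active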
Target sequence (Q9H3R0 1-420 limits assumed): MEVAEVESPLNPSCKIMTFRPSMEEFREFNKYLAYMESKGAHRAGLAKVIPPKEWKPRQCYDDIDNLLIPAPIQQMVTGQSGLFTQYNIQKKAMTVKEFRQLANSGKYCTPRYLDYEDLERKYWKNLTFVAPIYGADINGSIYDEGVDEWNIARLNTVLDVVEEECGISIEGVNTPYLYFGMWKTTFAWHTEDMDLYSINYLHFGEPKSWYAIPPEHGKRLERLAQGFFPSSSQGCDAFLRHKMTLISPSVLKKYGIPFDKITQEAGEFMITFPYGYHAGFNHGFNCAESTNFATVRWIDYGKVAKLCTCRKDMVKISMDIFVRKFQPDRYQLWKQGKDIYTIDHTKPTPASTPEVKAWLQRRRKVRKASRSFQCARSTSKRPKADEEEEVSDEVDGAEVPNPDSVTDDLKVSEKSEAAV
The depositor's hits bear a star; / = not tested or not shown; & = joins results of further samples.

SMILES	PP5 primary	GRK2 aptamer HTS	VLA-4 inh	proCasp7 act	procasp3 activ	Fh CTSL1 inh	PP1 counter	core dimer inh	JMJD2C inh
COc1cc(CNCCc2ccc(F)cc2)ccc1OCc1ccc(Cl)nc1	1.0	0	16	12	4	-3	-2	0	-12
O=C(NC1CCCCC1)C(c1ccncc1)N(C(=O)c1csnn1)c1ccc(F)cc1 (centres undefined)	1.1	0	-6	-11	-9	-3	5	-7	-4
O=C(CN1CCC(NC(=O)Nc2ccccc2)CC1)Nc1ccccc1F	0.9	0	8	-1	1	-1	1	-2	-10
CCCN(Cc1nnc(-c2ccccc2Cl)o1)C(=O)c1cc2ccccc2o1	2.5	0	6	0	-4	-1	0	5	0
CCc1ccc(S(=O)(=O)NCc2csc(-c3cccnc3)n2)s1	-1.2	0	-16	-2	-9	4	0	3	-13
CCOc1ccc2[nH]c(=O)c(C(c3nnnn3CCOC)N3CCOCC3)cc2c1 (centres undefined)	4.8	1	7	6	0	-1	1	0	-2
O=C(NC(=S)Nc1cccc(NC(=O)c2ccc(Cl)cc2Cl)c1)c1cccs1	2.5	0	-4	16	13	-3	4	16	-18
O=C(/C(=C(/[O-])c1ccccc1)[n+]1ccccc1)c1ccc([N+](=O)[O-])cc1	1.6	0	9	7	-6	2	0	7	-2
CCOc1ccc(C(=O)CCc2nc3ccccc3s2)cc1	5.0	2	5	-1	0	2	3	1	12
CCCCN(C)Cc1cc(=O)oc2ccc3ccccc3c12	-0.3	1	15	-1	11	0	-1	3	-12
Cc1cc(C(=O)OCC(=O)NC(C)c2ccc(F)cc2)c(C)o1 (centres undefined)	1.2	3	-1	-13	0	/	4	/	-1
COc1ccc(-c2c(-c3ccc(OC)c(C)c3O)n[nH]c2C)cc1	3.2	1	8	0	-9	5	1	-2	15
Cc1noc(C)c1NC(=O)Nc1cccc2c1O[C@H](CN(C)S(C)(=O)=O)[C@@H](C)CN([C@H](C)CO)C2=O	/	3	16	-3	-8	/	/	/	6
CCOc1ccc(NC(=O)C/C(C)=N/NC(=O)Cc2ccc(Cl)cc2)cc1	-2.0	1	7	3	4	-1	-5	-4	-21
COc1cccc(C2=NOC(C(=O)Nc3cc(C)nn3-c3ccccc3)C2)c1OC (centres undefined)	2.0	0	-10	3	-9	1	-2	5	29
Cc1ccc2ccc(S(=O)(=O)n3nc(C)cc3C)cc2c1	-0.1	0	2	10	10	4	-1	-6	0
Cc1nn(-c2ccccc2)c(N)c1Sc1ccc([N+](=O)[O-])cc1	1.5	0	-5	-17	2	-1	1	-2	-1
COc1cc(C(c2sc3nc(C)nn3c2O)N2CC(C)OC(C)C2)cc(OC)c1OC (centres undefined)	2.5	4	0	1	10	2	0	-7	16
Cc1c(C(=O)NCCc2ccccc2)oc2ccccc12	1.6	0	46	-5	7	-5	-12	14	-6
COc1ccccc1OCC(=O)Nc1cc2c(cc1C(=O)O)OCCCO2	0.0	0	7	4	12	-3	0	3	11
COc1ccccc1C(=O)CN1C(=O)NC2(CCCCCC2)C1=O	/	2	-1	-3	8	/	/	/	-5
CC(C)(C)OC(=O)N/N=C/c1c[nH]c2ccccc12	-2.5	0	1	11	-4	2	-2	-8	-5
Cc1cc(C)nc(Nc2ccccc2Cl)n1	-0.7	/	-2	-8	4	-3	-1	-9	-4
COc1ccc(CC(=O)O/N=C(\N)c2cccc([N+](=O)[O-])c2)cc1	-0.1	0	23	9	5	2	2	-1	0
O=C(CCCc1nc(-c2ccc(Cl)cc2)no1)Nc1cccnc1	-0.4	0	-17	10	0	0	-2	5	1

6 structures already listed, ordered by number of heavy atoms, low to high:
SMILES	PP5 primary	GRK2 aptamer HTS	VLA-4 inh	proCasp7 act	procasp3 activ	Fh CTSL1 inh	PP1 counter	core dimer inh	JMJD2C inh
CCCCN(C)Cc1cc(=O)oc2ccc3ccccc3c12	-0.3	1	15	-1	11	0	-1	3	-12
Cc1nn(-c2ccccc2)c(N)c1Sc1ccc([N+](=O)[O-])cc1	1.5	0	-5	-17	2	-1	1	-2	-1
COc1ccc(CC(=O)O/N=C(\N)c2cccc([N+](=O)[O-])c2)cc1	-0.1	0	23	9	5	2	2	-1	0
CCOc1ccc(NC(=O)C/C(C)=N/NC(=O)Cc2ccc(Cl)cc2)cc1	-2.0	1	7	3	4	-1	-5	-4	-21
COc1cc(CNCCc2ccc(F)cc2)ccc1OCc1ccc(Cl)nc1	1.0	0	16	12	4	-3	-2	0	-12
COc1cccc(C2=NOC(C(=O)Nc3cc(C)nn3-c3ccccc3)C2)c1OC (centres undefined)	2.0	0	-10	3	-9	1	-2	5	29

Following part:
SMILES	PP5 primary	GRK2 aptamer HTS	VLA-4 inh	proCasp7 act	procasp3 activ	Fh CTSL1 inh	PP1 counter	core dimer inh	JMJD2C inh
COCCCNCCCCOc1ccc(C)cc1[N+](=O)[O-]	3.6	1	1	-9	1	-2	-3	-3	12
CN(C)CCCNC1=CC(=O)CC(c2ccccc2)C1 (centres undefined)	-2.9	80*	2	2	5	-3	-1	-1	-32
CN(C)c1ccc(C(=O)N2CCNC(=O)C2CC(=O)Nc2ccc(F)cc2)cc1 (centres undefined)	0.4	0	3	-5	5	-1	-2	-2	2
CC(C)Cc1cc(C(=O)Nc2cccnc2)no1	0.0	0	-1	0	-1	1	1	17	-1
c1cnc2cc(-c3ccsc3)ncc2c1	1.4	3	17	3	5	/	2	/	9
Cc1ccc(C(C)C)c(OCCN2CCc3ccccc3C2)c1	3.2	0	-12	-1	-3	-1	-1	10	2
CCOc1ccccc1/C=C(/NC(=O)c1ccccc1)C(=O)NCC(=O)O	-0.8	0	21	-6	-8	4	-3	-2	1
Nn1c(SCc2cccc(F)c2)nnc1-c1ccncc1	-0.6	3	-1	-2	-4	1	-3	0	-11
Cc1c(C(=O)O)[nH]c2c1C(=O)CC(c1ccc(C(C)(C)C)cc1)C2 (centres undefined)	-0.1	0	3	3	0	5	-3	3	2
Cc1ccc(-c2nc(C(=O)O)cs2)cc1	-0.2	0	-2	8	-1	-1	4	2	-4
Cc1cc(Cl)ccc1NC(=O)CSc1nnc(-c2ccncc2)n1Cc1ccco1	-0.8	1	2	-15	-15	-5	0	2	2
COc1ccc(-n2c(Cc3cccn3C)nnc2SCC(=O)Nc2ccc(Cl)cc2)cc1	1.4	0	-15	-14	-8	-1	0	7	-12&6
CC1(C)CC(=O)C(C(O)c2ccccc2)C(C)(C)N1 (centres undefined)	3.0	1	-5	9	-1	-4	0	11	6
Cc1cccc(-n2c(SCC(=O)O)nc3sc4c(c3c2=O)CCCC4)c1	0.9	1	10	-4	-3	3	3	9	-1
COc1ccc(N2C(=O)CC(NNC(=O)c3cccnc3)C2=O)cc1 (centres undefined)	-2.6	3	10	8	7	1	-3	0	2
O=[N+]([O-])c1cccn2cc(-c3ccc(Br)cc3)nc12	0.0	1	-19	4	0	0	1	1	4
CCOC(=O)c1sc(N(C)C(C)=O)nc1C	-0.6	0	-14	3	3	-1	-6	-2	7
Cc1cccc(NC(=O)c2ccc(NCC3CCCO3)c([N+](=O)[O-])c2)c1 (centres undefined)	4.3	0	21	-11	-15	-1	3	2	1
CC1=CC2=NC(=O)CC(C)(C(=O)N(CC(=O)NC(C)C)C3CCCC3)N2C=C1 (centres undefined)	-0.6	2	-8	-10	-3	7	9	-5	-2
O=C(CC1S/C(=N/N=C/c2ccco2)NC1=O)Nc1cccc(Cl)c1Cl (centres undefined)	2.7	3	-4	-5	0	6	8	7	7
CC(=O)c1c(C)oc2ccc(NS(=O)(=O)c3ccc(F)cc3C)cc12	5.0	2	-2	-7	16	3	1	11	-6
CCN(C(=O)CSc1nnc(Cc2cccc3ccccc23)n1N)C1CCS(=O)(=O)C1 (centres undefined)	5.1	0	0	-3	5	-1	-4	-4	-1

An excerpt from above with just VLA-4 inh:
compound | VLA-4 inh
CCOc1ccccc1/C=C(/NC(=O)c1ccccc1)C(=O)NCC(=O)O | 21
Nn1c(SCc2cccc(F)c2)nnc1-c1ccncc1 | -1
Cc1c(C(=O)O)[nH]c2c1C(=O)CC(c1ccc(C(C)(C)C)cc1)C2 (centres undefined) | 3

Three compounds picked at random from the list so far:
SMILES	PP5 primary	GRK2 aptamer HTS	VLA-4 inh	proCasp7 act	procasp3 activ	Fh CTSL1 inh	PP1 counter	core dimer inh	JMJD2C inh
COc1ccc(-n2c(Cc3cccn3C)nnc2SCC(=O)Nc2ccc(Cl)cc2)cc1	1.4	0	-15	-14	-8	-1	0	7	-12&6
COc1ccc(N2C(=O)CC(NNC(=O)c3cccnc3)C2=O)cc1 (centres undefined)	-2.6	3	10	8	7	1	-3	0	2
Cc1cc(Cl)ccc1NC(=O)CSc1nnc(-c2ccncc2)n1Cc1ccco1	-0.8	1	2	-15	-15	-5	0	2	2

GRK2 aptamer HTS: entries above that show a hit.
smiles	PP5 primary	GRK2 aptamer HTS	VLA-4 inh	procasp3 activ	core dimer inh	JMJD2C inh
CN(C)CCCNC1=CC(=O)CC(c2ccccc2)C1 (centres undefined)	-2.9	80*	2	5	-1	-32
